Assay outcomes: PubChem, several laboratories
Cl transport mod: modulates chloride dependent transport by human KCC2 | KCC2 cells, thallium flux FluoZin-2 fluorescence | B-score of Tl+ flux slope (higher = more flux/activation; lower = inhibition) at 10 µM | 2.2% of 190,000 active | AID 1456;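 active = thallium flux slope and its plate-corrected score both differing from the plate sample mean at a set confidence after two filtering rounds, in either direction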;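 also: slope of fluorescence scaled to starting intensity during 10 to 20 s after thallium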
Target sequence (Q9H2X9 whole entry, looked up): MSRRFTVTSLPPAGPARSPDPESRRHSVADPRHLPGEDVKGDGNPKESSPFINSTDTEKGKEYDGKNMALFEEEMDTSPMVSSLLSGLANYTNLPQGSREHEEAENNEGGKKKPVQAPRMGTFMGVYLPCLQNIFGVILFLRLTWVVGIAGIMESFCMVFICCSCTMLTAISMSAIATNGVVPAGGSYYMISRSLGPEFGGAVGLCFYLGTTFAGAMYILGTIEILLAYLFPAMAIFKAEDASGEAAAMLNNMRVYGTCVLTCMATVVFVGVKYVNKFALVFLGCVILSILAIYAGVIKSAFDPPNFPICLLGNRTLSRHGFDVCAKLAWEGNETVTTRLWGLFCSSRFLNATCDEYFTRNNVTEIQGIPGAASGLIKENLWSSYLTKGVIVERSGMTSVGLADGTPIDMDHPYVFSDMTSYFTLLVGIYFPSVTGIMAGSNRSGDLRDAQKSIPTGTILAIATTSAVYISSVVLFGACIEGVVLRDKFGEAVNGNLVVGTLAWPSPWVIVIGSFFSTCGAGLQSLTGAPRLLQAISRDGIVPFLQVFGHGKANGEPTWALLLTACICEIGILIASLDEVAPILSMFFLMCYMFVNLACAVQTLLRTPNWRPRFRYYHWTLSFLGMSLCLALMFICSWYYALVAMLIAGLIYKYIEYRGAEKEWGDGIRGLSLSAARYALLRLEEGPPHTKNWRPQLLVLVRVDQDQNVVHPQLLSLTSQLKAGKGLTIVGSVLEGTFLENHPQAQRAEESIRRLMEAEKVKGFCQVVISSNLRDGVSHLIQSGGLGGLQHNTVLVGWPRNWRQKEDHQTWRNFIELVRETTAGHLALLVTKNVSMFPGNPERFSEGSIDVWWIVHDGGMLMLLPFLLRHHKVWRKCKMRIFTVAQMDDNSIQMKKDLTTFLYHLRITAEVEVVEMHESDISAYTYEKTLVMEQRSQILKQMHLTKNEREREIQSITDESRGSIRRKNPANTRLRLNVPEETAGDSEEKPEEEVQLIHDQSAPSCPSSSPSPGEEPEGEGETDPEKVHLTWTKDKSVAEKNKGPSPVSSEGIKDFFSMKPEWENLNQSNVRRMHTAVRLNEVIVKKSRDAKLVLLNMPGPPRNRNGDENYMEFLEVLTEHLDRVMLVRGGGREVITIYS
hK5 inh: blocks human kallikrein 5 protease activity; Q9Y337; inhibition, % at 5 µM; recombinant hK5, fluorogenic AMC substrate cleavage; 0.59% of 210,000 active;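 active = inhibition of 40% or more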;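 also: 0% = enzyme controls without compound and 100% = no-enzyme blanks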
TNF death inh: TNF-alpha cell death inhibition in Jurkat FADD-/- cells; Jurkat FADD-/- TNF necroptosis rescue, ATP luminescence, 24 h; 0 = TNF only, 100 = no-TNF cells; activation (protection from cell death), % at 10 µM; 0.068% of 220,000 active;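 active = activation, meaning protection from cell death, of at least 50% relative to plate controls; inactive = activation below 50%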;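 also: necroptosis triggered by 40 ng/mL TNF-alpha added together with compound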
zVAD death inh: blocks zVAD induced death of L929 cells; viability rescue, % at 10 µM; 0.38% of 220,000 active; L929 zVAD necroptosis rescue, ATP luminescence, 24 h; with zVAD 60 µM; AID 1377;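 active = activation, scaled between plate controls, above about 75%, limit read from the data; inactive = activation under that limit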;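 also: 0% = zVAD with DMSO and 100% = DMSO alone without zVAD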
FXIIa inh 1536: blocks human coagulation factor XIIa protease activity. P00748. purified FXIIa, Boc-QGR-AMC fluorogenic substrate, 2 h. inhibition, % at 5 µM. 0.3% of 220,000 active; in the data active = inhibition above about 40%;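 also: 0% = enzyme with no compound and 100% = blank without enzyme; many of its hits are not listed in these tables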
thrombin 1536: thrombin (human) inhibition; P00734; alpha-thrombin, Boc-VPR-AMC fluorogenic substrate cleavage; inhibition, % at 5 µM; 0.26% of 220,000 active;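 active = inhibition at or above 40%; inactive = inhibition below 40%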;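 also: 0% = enzyme with no compound and 100% = wells without enzyme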
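System – human alpha-thrombin · Medium – pH 7.5 Tris (50 mM) with NaCl 150 mM, Tween 20 0.05% · Compound – single-point dosing at 5 µM, 0.2% DMSO · Incubation – enzyme reaction carried out at room temperature · Technique – fluorescence of released AMC, ex 355 nm, em 460 nm · Read-out basis – % inhibition of thrombin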
FXIa inh: factor XIa (human) inhibition | P03951 | AID 798 | inhibition, % at 5 µM | purified FXIa, Boc-Glu-Ala-Arg-AMC fluorogenic substrate | 0.14% of 220,000 active;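 active = inhibition of at least 40%; inactive = inhibition below 40%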;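 also: fluorescence of freed AMC excited at 355 nm; 0% = enzyme without compound and 100% = no enzyme blank; many of its hits are not listed in these tables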
Hck-Nef inh: inhibitors of human Hck kinase activated by Nef; P08631; Recombinant Hck-YEEI plus Nef, Z-Lyte FRET kinase assay; inhibition, % at 20 µM; 0.68% of 220,000 active; AID 463187;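 active = Hck-Nef kinase inhibition above about 50%, limit read from the data; inactive = inhibition below that limit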;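 also: 0% = DMSO with Hck plus Nef and 100% = Hck alone without Nef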
Rad51 HR inh: blocks human Rad51 in homologous recombination. inhibition, % at 10 µM. 0.085% of 200,000 active. Q06609. AID 1385. hRad51 DNA strand exchange, fluorescence dequenching;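 active = inhibition above 40% at the single screening dose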;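 also: 0% = DMSO control wells and 100% = blanks with heterologous ssDNA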
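Assay system: Human Rad51 nucleoprotein filaments preassembled on unlabelled ssDNA | Reagent: Donor/quencher-labelled 47-bp dsDNA substrate | Doses: One concentration, 10 µM final | Times: 37 °C 15-min filament assembly, 30-min compound preincubation, 15-min exchange | Technique: Fluorescein emission 520 nm, excitation 485 nm | Benchmarks: Plate control and blank wells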
* hit, by the source's call; i = inactive; . = no result given. Not all compounds are listed (hit frequency here may not be typical).

Results follow in this order: Cl transport mod	hK5 inh	TNF death inh	zVAD death inh	FXIIa inh 1536	thrombin 1536	FXIa inh	Hck-Nef inh	Rad51 HR inh
- Cc1nn(CC(C)C)c(=S)[nH]c1=O
 : 0.38	-4	2.9	2.9	7	-1	-4	-4	3
- CCSS(=O)(=O)c1cccc2cccnc12
 : 3.9*	0	-1.4	0.0	5	1	0	-39	5
- CCOC(=O)c1c(C)c(C(=O)NCc2ccc3c(c2)OCO3)c(C)n1C
 : -0.13	-4	0.0	-0.4	16	-8	1	-11	-1
- CCCC1CCc2c(sc(NC(=O)c3cccs3)c2C(N)=O)C1 (stereo not drawn)
 : 1.6	-4	0.8	0.4	13	-1	1	9	3
- COCCNC(=O)c1onc(CSc2cc(C)cc(C)c2)c1C(=O)O
 : -0.0034	-29	-0.8	0.0	5	-7	1	0	8
- O=C(CSc1nnc2ccc(-c3ccccc3)nn12)NCC1CCCO1 (stereo not drawn)
 : 0.84	-22	-0.9	0.9	-8	-3	-6	10	4
- Cc1ccc(CNC(=O)CN(c2cccc([N+](=O)[O-])c2)S(=O)(=O)c2ccccc2)cc1
 : -1.4	-9	1.6	0.0	10	-4	0	2	9
- COCCNC(=O)CN1CCN(Cc2cccc(Cl)c2)C1=O
 : 0.093	34	0.5	0.2	5	5	1	20	1
- Cc1cccc(N2C(=O)c3cccc4c(N(C)CCO)ccc(c34)C2=O)c1
 : i	-56	-0.7	-0.2	3	2	2	-5	.
- Cc1ccc2[nH]c(C)c(/C=N/Nc3nc4ccccc4s3)c2c1
 : -0.64	-13	3.8	3.6	9	0	-1	-1	4
- Cc1cc(C)cc(C(=O)NCC(=O)OCC(=O)N2CCN(S(=O)(=O)c3ccc4ccccc4c3)CC2)c1
 : -0.0085	-11	-0.6	1.1	10	-2	12	5	9
- COc1ccc(-c2noc(-c3ccccc3-c3ccccc3)n2)cc1
 : -1.9	-6	-0.5	0.4	-2	-2	-7	0	3
- COC(=O)c1cc(C(=O)OC)cc(-n2c(C)cc(C(=O)COC(=O)CNS(=O)(=O)c3ccc(C)cc3)c2C)c1
 : -0.82	-11	-0.4	.	14	0	8	8	7
- CCCCNC(=O)OCCNC(=O)NC
 : .	23	-0.4	0.3	-2	1	-2	-1	-16
- COCCn1c(SCC(N)=O)nc2c(c1=O)SC(C)C2 (stereo not drawn)
 : 1.1	-1	0.1	-1.1	4	-5	-5	-9	5
- Cc1ccc(NC(=S)N(C)N)cc1Cl
 : -0.48	0	0.0	2.4	6	-2	1	4	6
- CC1Cc2ccccc2N1C(=O)CN1C(=O)COc2ccccc21 (stereo not drawn)
 : -0.34	-5	-0.8	-0.2	9	0	-1	-1	-2
- O=c1c(/C=N/OCc2ccc(Cl)cc2Cl)c[nH]n1-c1cccc(Cl)n1
 : 37*	-2	-0.7	1.5	11	-2	3	3	-1
- O=C(C1=NN[C@@H]2C(=O)N(Cc3ccccc3)C(=O)[C@H]12)c1ccc([N+](=O)[O-])cc1
 : -1.2	9	-0.6	-0.4	-2	-7	-11	-22	7
- N=c1ncn(Cc2ccccc2)c2nc(SCCOc3ccccc3)[nH]c12
 : 1.4	-7	-1.8	0.2	2	12	-2	1	4
- CCC1(CC)NC(=O)N(CC(=O)OCC(=O)NC(=O)c2ccccc2)C1=O
 : 0.42	-6	-0.3	0.3	-2	-12	-5	-1	8
- CCOc1ccc(NC(=S)Nc2ccc(OC(F)(F)F)cc2)cc1
 : -0.43	-2	-2.5	0.2	25	-2	15	1	2
- CCOC(=O)N1CCN(C(=O)COc2ccc(S(=O)(=O)NCC(C)C)cc2C)CC1
 : .	5	-0.8	0.0	8	-5	-21	-1	-7
- O=C(O)CCCn1c(=S)[nH]c2c(sc3ccc([N+](=O)[O-])cc32)c1=O
 : 0.41	27	1.3	0.3	17	-8	25	-10	-5
- CCCN1Cc2cccc(C(=O)Nc3ccc(CN4CCCC4)cc3)c2C1=O
 : -1.6	-14	3.5	.	4	-9	-4	5	.
- CS(=O)(=O)N(CC(=O)N1CCCCCC1)c1cccc(Br)c1
 : 0.77	-4	3.0	1.8	12	-2	4	1	4
- Cc1cnc(C(=O)OCC(=O)N2c3ccccc3NC(=O)C2(C)C)cn1
 : -0.74	-2	-0.3	0.0	13	-1	6	1	-3
- O=C(NCc1ccc(F)cc1)c1noc2c1CCCCC2
 : -0.73	-14	8.1	2.8	-4	22	-13	-12	0
- O=C(COc1ccccc1[N+](=O)[O-])N/N=C/C=C/c1ccco1
 : -0.11	2	-3.0	-0.1	13	-1	1	1	.
- Cc1cccc(C2C3=C(Nc4[nH]n(-c5ccccc5)c(=O)c42)c2ccccc2C3=O)c1 (stereo not drawn)
 : -1.4	-7	-0.3	0.0	5	-8	4	19	31
- COc1ccc(-c2noc(CN3C(=O)c4ccccc4C3=O)n2)cc1
 : 0.67	-2	0.2	0.0	4	-8	-5	-1	-2
- O=C(Nc1nnc(-c2ccc(Cl)cc2)o1)c1nc2ccccc2s1
 : .	-82	1.7	0.6	11	-3	3	24	-1
- CCc1ccc2nc(N3CCN(C)CC3)c(C#N)cc2c1
 : .	-10	1.2	0.5	11	-13	-1	4	-9
- O=S(=O)(NC1CCCC1)c1cccc(-c2nnc(-c3ccccc3)o2)c1
 : 0.33	-7	-1.7	-0.2	12	1	-6	3	-5
- COC(=O)/C(=C\Nc1ccc(Cl)cc1Cl)NC(=O)c1ccc(Cl)cc1Cl
 : -0.54	4	-0.9	-0.5	3	-4	-6	0	.
- CC(C)S(=O)(=O)C1=NSC2=NC(=O)/C(=C\c3ccc(-c4cccc(C(=O)O)c4)o3)C(=N)N21
 : -0.24	-3	-0.5	2.3	7	-3	-3	30	-45
- O=C(COC(=O)c1ccccn1)NC1CCCCC1
 : 2.9	-14	-1.1	-0.1	8	5	2	1	2
- Cc1ccc(C(=O)C2=C(O)C(=O)N(c3ncccn3)C2c2ccc(F)cc2)o1 (stereo not drawn)
 : -0.83	0	1.6	0.9	2	-7	-2	9	-8
- O=C(Nc1cccnc1)c1ccc(N2CCCC2)c([N+](=O)[O-])c1
 : -0.27	8	-0.1	49	6	-5	3	28	6
- CCOc1ccc(N(CC(=O)NCc2cccc(OC)c2)S(=O)(=O)c2c(C)noc2C)cc1
 : -0.77	-20	-1.1	0.2	10	-3	-10	0	-5
- O=C(CCCN1C(=O)c2ccccc2C1=O)Nc1cccc(S(=O)(=O)NC2=NCCC2)c1
 : 0.12	-2	-0.1	0.8	4	-2	-1	-11	8
- O=C(CCn1c(=O)oc2ccccc21)N1CCN(c2ccccc2F)CC1
 : .	0	0.6	1.4	6	-7	-4	1	-9
- CCCCN(c1ccccc1)c1ncnc2nc[nH]c12
 : -0.72	-10	0.9	2.5	14	-3	4	0	-4
- O=C(NCCCN1CCCC1=O)c1csc2ccccc12
 : 1.2	-10	0.3	-0.8	-1	0	-6	5	6
- Cc1ccc(SCc2cc(=O)n3[nH]cnc3n2)cc1
 : 1.5	-9	-1.8	0.9	14	0	8	1	-7
- O=C1c2ccccc2C(Nc2cccnc2)N1Cc1ccc2c(c1)OCO2 (stereo not drawn)
 : 0.0077	20	1.0	1.4	-3	-2	-8	-3	2
- CCN(CC(=O)NCc1ccc(Cl)cc1)C(=O)/C=C/c1cccs1
 : -0.8	0	0.9	1.1	11	3	-1	-4	7
- Cc1ccc(CNC(=O)C(NS(=O)(=O)c2cccc3nsnc23)c2ccccc2)cc1 (stereo not drawn)
 : -1.2	-4	-1.6	.	19	2	10	5	.
- Cc1ccc(S(=O)(=O)N2CCN(Cc3nc4ccccc4[nH]3)CC2)cc1C
 : -0.22	-3	2.1	0.2	3	-25	0	-7	-2
- CC(=O)c1c(O)cc(=O)n(-c2ccccc2)c1-c1ccc(Cl)cc1
 : 0.09	-6	0.0	0.4	14	-2	10	4	-10
- COC(=O)CCN(C(=O)c1ccc(Cl)c([N+](=O)[O-])c1)c1ccccn1
 : 0.032	1	4.3	-1.1	3	-3	0	20	12
- Cc1nc2nc(-c3ccco3)[nH]n2c(=O)c1C
 : -0.86	0	-0.4	-0.6	9	2	0	-3	-12
- Cc1cc(-c2csc(N)n2)c(C)n1CCc1ccccc1
 : -0.14	-10	-5.3	1.2	8	-5	-2	0	-15
- NC(=O)c1c(NC(=O)CCCn2cnc([N+](=O)[O-])n2)sc2c1CCCC2
 : 0.00063	-6	1.0	1.0	10	1	-2	20	5
- O=[N+]([O-])c1ccc(COc2cccnc2)cc1
 : -0.44	0	0.7	1.0	4	-11	-1	22	4
- COc1ccccc1/C=N/NC1=NCCCCC1
 : 0.22	-11	1.4	0.2	21	-8	4	1	7
- Cc1cc(C(=O)Nc2ccc(C)c(S(=O)(=O)N3CCOCC3)c2)c(C)o1
 : 0.37	-1	0.6	20	8	.	3	15	1
- O=C(Nc1nc(-c2ccc(S(=O)(=O)N3CCCC3)cc2)cs1)c1ccco1
 : 8.4e-05	-5	-1.8	0.0	15	3	7	-1	-2
- CCn1nnc(NC(=O)c2sc3ccccc3c2Cl)n1
 : -0.95	-2	0.2	.	10	-6	-2	-4	-5
- COc1ccc(NC(=O)CSc2ccccc2)cc1S(=O)(=O)N1CCCCC1
 : 0.024	-19	0.3	0.3	14	3	7	3	7

Results in TNF death inh, thrombin 1536 and zVAD death inh, for some of the entries so far:
| SMILES | TNF death inh | thrombin 1536 | zVAD death inh |
| --- | --- | --- | --- |
| O=C(NCc1ccc(F)cc1)c1noc2c1CCCCC2 | 8.1 | 22 | 2.8 |
| CCOc1ccc(NC(=S)Nc2ccc(OC(F)(F)F)cc2)cc1 | -2.5 | -2 | 0.2 |

New compounds follow:
Results follow in this order: Cl transport mod	hK5 inh	TNF death inh	zVAD death inh	FXIIa inh 1536	thrombin 1536	FXIa inh	Hck-Nef inh	Rad51 HR inh
- CCNC(=S)N=Nc1c(O)[nH]c2ccc(C(C)C)cc12
 : 10*	-7	0.9	-0.6	13	-2	2	3	17
- O=C(Cc1cccs1)Nc1ccc(S(=O)(=O)N2CCCCC2)cc1
 : -0.93	-23	1.9	0.1	-19	-9	-9	3	-3
- CC(=O)NCCn1c(SCc2ccccc2F)nc2ccccc2c1=O
 : -0.89	0	-0.9	-0.2	4	-1	-1	0	10
- O=C(c1ccc(Cl)c(Cl)c1)N1CCCC1
 : 0.52	-10	-0.7	-1.6	19	2	6	-22	-3
- Cc1snc(S(=O)(=O)/C(C#N)=N/Nc2cccc(C(F)(F)F)c2)c1C#N
 : -0.77	-2	0.6	1.5	15	2	5	1	4
- O=C(Nc1ccccc1Cl)Oc1ccc2ccccc2c1
 : -0.2	3	-1.4	-0.1	9	1	0	27	-12
- Cc1oc(/N=C/c2ccccc2O)c(C#N)c1C
 : 0.016	0	-1.2	-0.3	9	-1	7	-1	1
- CCCn1c(N)c(C(=S)NC(=O)C2CC2)c(=O)n(C)c1=O
 : 14*	-3	1.0	0.4	-2	2	-7	-1	.
- CCCOc1ccc(C(=O)NCCC(=O)NCCCC(=O)O)cc1
 : 0.056	-1	0.6	-0.5	9	-2	0	6	-2
- COc1ccc(S(=O)(=O)n2c(CCN3CCOCC3)nc3ccccc32)cc1
 : 0.28	-4	-0.5	-0.8	18	0	5	1	-6
- CSCCC(NC(=O)OC(C)(C)C)C(=O)NC(C(=O)NC(CC(C)C)C(N)=O)C(C)C (stereo not drawn)
 : -1.2	-18	-2.6	0.9	15	-6	5	-1	-3
- COc1ccc(OC)c(NC(=O)CNC(=O)c2ccc([N+](=O)[O-])cc2)c1
 : -0.16	5	-0.2	43	11	-5	1	19	6
